USP2a inh – USP2a (human) protease inhibition; USP2 core, Ub-CHOP2 coupled fluorogenic reporter, 485/531; Potency, µM (titrated, usually from 38.3 µM), without a hit: top-dose activity change, negative = inhibition, hits mostly inhibitors; 330,000 tested, 0.01% active; AID 463254;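 also: potency is read from the fitted curve at half-maximal effect; plate controls were DMSO wells for no effect and full inhibition by NEM control for full effect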
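Cell-free coupled assay: 10nM USP2 core preincubated 30min RT with compound in Tris-HCl pH 8.0/CaCl2/CHAPS buffer, then 25nM Ub-CHOP2 and 25nM reporter substrate; fluorescence (Ex 485/Em 531) read after 60min RT, normalized to NEM inhibition, concentration-response curves fitted.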
GALK inhibitor – inhibitors of human galactokinase | P51570 | Purified GALK, Kinase-Glo residual ATP luminescence | Potency, µM (series often up to 57.5 µM), for the others: at the top dose activity change, negative = inhibition, most hits filed as inhibitors | 270,000 tested, 0.007% active; also: potency is read from the fitted curve at half-maximal effect
Target sequence (P51570 whole entry, looked up): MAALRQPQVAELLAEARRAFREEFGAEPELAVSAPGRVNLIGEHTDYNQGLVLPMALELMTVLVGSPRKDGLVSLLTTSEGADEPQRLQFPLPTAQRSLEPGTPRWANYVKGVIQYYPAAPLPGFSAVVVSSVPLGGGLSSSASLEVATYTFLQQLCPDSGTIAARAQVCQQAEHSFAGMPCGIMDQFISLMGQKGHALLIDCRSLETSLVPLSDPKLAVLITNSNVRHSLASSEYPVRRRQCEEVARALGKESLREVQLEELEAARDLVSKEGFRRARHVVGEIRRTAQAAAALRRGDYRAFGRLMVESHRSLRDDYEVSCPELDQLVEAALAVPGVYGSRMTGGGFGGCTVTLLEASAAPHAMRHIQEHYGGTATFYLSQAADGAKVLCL
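Quantitative HTS: GALK 5 nM, ATP 35 uM, galactose 100 uM, 1 h room temperature, then luciferase-based ATP detection.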
PKM2 act – increases activity of human pyruvate kinase M2 | P14618 | purified PKM2, Kinase-Glo ATP luminescence, activation; response scale: 0% is enzyme alone, no compound | Potency, µM (titrated, usually from 57.5 µM), without a hit: at the highest dose activation, actives largely listed as activators | 260,000 tested, 0.34% active; also: potency is read from the fitted curve at half-maximal effect; nearly all actives have a fitted effect of over 55% in size
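Kinase-Glo luminescence reports ATP generated from ADP (0.1 mM) and PEP (0.5 mM) by purified hPK-M2 after 1 h at room temperature, pH 7.2 imidazole buffer; intermediate enzyme activity allows detecting inhibitors and activators.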
KCNH2 WT inh – blocks the wildtype human KCNH2 potassium channel | U2OS, BacMam KCNH2, thallium flux FluxOr; stronger effect = lower value | activity change, % at 1.84 µM | 340,000 tested, 0.37% active | AID 720551;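 active = maximum activity change below -70%; inconclusive = maximum activity change between -70% and -50%; inactive = maximum activity change above -50%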
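U2OS cells were transduced with wild-type KCNH2 virus (2.03 x 10^8 / mL) for 4 h at room temperature, then cultured overnight at 37 C. Thallium flux was read with FluxOr dye. Rate constants were normalized to DMSO controls.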
Eya2 inh – inhibitors of human Eya2 phosphatase activity; Potency, µM (doses to about 76.9 µM), for the others: at the highest dose activity, negative = inhibition, usual class: inhibitors; recombinant Eya2, OMFP fluorescence dephosphorylation (OMFP is methylfluorescein phosphate); AID 488837; 330,000 tested, 0.006% active; O00167; also: potency is read from the fitted curve at half-maximal effect
Target sequence (O00167 whole entry, looked up): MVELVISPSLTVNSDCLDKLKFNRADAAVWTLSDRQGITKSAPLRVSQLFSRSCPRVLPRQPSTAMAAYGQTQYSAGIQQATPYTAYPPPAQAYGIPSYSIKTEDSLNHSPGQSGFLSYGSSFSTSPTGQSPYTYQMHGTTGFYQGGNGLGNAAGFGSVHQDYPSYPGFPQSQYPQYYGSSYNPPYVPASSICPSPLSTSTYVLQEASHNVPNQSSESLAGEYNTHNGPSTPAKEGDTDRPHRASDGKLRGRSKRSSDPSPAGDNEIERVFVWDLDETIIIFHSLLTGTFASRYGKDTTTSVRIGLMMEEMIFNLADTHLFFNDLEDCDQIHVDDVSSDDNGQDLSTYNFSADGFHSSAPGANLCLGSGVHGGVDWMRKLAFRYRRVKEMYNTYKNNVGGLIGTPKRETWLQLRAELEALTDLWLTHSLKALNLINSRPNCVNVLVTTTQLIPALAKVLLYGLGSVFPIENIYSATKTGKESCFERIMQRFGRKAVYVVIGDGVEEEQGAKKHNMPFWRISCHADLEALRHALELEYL
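Eya2 (0.2 uM) preincubated 10 min at ambient with compound, then OMFP substrate added at 50 uM; 10 min reaction in 50 mM HEPES pH 7.5, 50 mM NaCl, 5 uM MgCl2, 0.05% BSA, 1 mM DTT. Fluorescence read at Ex 485/Em 525 nm.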
KCNH2 3.1 block – KCNH2 3.1 (human) potassium channel inhibition; U2OS KCNH2 3.1, thallium flux FluxOr; stronger effect = lower value; 340,000 tested, 0.95% active; activity change, % (tested at about 1.8 µM); AID 720553;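 active = maximum activity change below -70%; inconclusive = maximum activity change from -70% to -50%; inactive = maximum activity change above -50%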;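 also: thallium influx rate constant from kinetic fluorescence after stimulation buffer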
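Normalized rate constant (relative to positive and negative DMSO controls) derived from a 2 min kinetic fluorescence read after stimulation; U2OS cells expressing the 3.1 isoform via virus at 1.77 x 10^8 /mL.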
Coupling enz – counter-screen for Giardia aldolase inhibitors: coupling enzyme system. coupling enzyme system counterscreen, AmpLite Red fluorescence. activity change, negative = inhibition, % at 58.2 µM, hits read low. AID 2472. 290,000 tested, 0.67% active; in the data active = activity change below about -30%
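Final compound at 57.5 uM, incubated 10 min at RT with coupling enzyme reagent (glyceraldehyde-3-phosphate), then 20 min with substrate and AmpLite Red detection. Fluorescence read at 525/598 nm; tests interference with the coupling assay, not aldolase inhibition.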
B2AR arrestin – agonists driving beta-arrestin recruitment to human beta2-adrenergic receptor. AID 492947. Potency, µM (titrated, usually from 46.1 µM), for the others: at the highest dose activation, hits mostly activators. 330,000 tested, 0.02% active. P07550. beta-arrestin recruitment to beta2AR, cell-based reporter;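 also: potency is read from the fitted curve at half-maximal effect; 0% = DMSO controls and full agonism = EC100 isoproterenol or metaproterenol; nearly all actives have a fitted effect of over 65% in size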
BCR signal inh – chronic active BCR signaling inhibition. ABC-DLBCL IkBa-CBG/CBR reporter, luminescence ratio, 4 h. Potency, µM (top dose mostly 46.1 µM), without a hit: top-dose ratio change, negative = lower green/red ratio, actives largely listed as inhibitors. 340,000 tested, 0.05% active. AID 493014; active = well fitted inhibition curve with a large enough effect in the signal ratio, with a control signal flat, not every such curve was filed as active; inconclusive = small, poorly fitted or top-dose-only effect, or effect the other way, or a change in a side signal; the % refers to the signal ratio;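 also: potency is read from the fitted curve at half-maximal effect; plate controls were basal doxycycline-induced cells for no effect and cells given 10 µM MG132 for full effect; MG132 reads +100%, hits lower the ratio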
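Doxycycline induced both beetle luciferases in TMD8 lymphoma cells; IKK-driven degradation limits the IkappaBalpha-fused green signal, while red luminescence normalises for cell number and nonspecific effects. Compounds tested up to 46 uM, 4 hrs.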
Giardia kill – Giardia lamblia killing; 340,000 tested, 0.15% active; activity change, % at 7.66 µM, hits read low; Giardia lamblia trophozoite viability; AID 540267; in the data active = activity change below about -80%; inconclusive = between about -30% and that limit;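 also: parasites exposed to compound for two days anaerobically before the ATP read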
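Giardia trophozoites, 100 cells per well, were exposed to compounds for 48 hrs at 37 deg C under anaerobic conditions; viability was then read as ATP content by bioluminescence after 15-30 min at room temperature.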
uPA generation – blocks generation of uPA at the cell surface; cell surface uPA generation assay, qHTS; Potency, µM (titrated, usually from 38.3 µM), for inactives: top-dose activity change, negative = inhibition, actives largely listed as inhibitors; 330,000 tested, 0.31% active; active = well fitted inhibition curve with a large enough effect; inconclusive = small, poorly fitted or top-dose-only effect; inactive = no such curve, though single readings can be large or run the other way; tested in mouse RAW 264.7 cells; also: potency is read from the fitted curve at half-maximal effect; nearly all actives have a fitted effect of over 55% in size
Starred values were filed as active, the others as inactive; ? = inconclusive; . = not tested or not shown; [ ] = dose if it differs, or a comment. Unless noted, calls follow the shape of the dose curve; as a rule, active = well fitted curve in the direction sought with a large enough effect; inconclusive = small, poorly fitted or top-dose-only effect, or another doubt; inactive = no such curve, though single readings can be large; an effect the other way counts as inactive or inconclusive. Unless noted, % is scaled to controls: 0 for no effect and ±100 for the full control effect.

No.	Structure	Eya2 inh	USP2a inh	KCNH2 WT inh	GALK inhibitor	uPA generation	KCNH2 3.1 block	B2AR arrestin	Coupling enz	BCR signal inh	Giardia kill	PKM2 act
1	NC(=O)N\N=C/C=C/C=C/c1ccc(F)cc1	-21%	0%	-7	-1%	0%	-11	0.2%	-2	-2%	-11	6%
2	Cc1ccccc1-c1ccc(=O)n(CC(=O)Nc2ccc(S(=O)(=O)N(C)C)cc2)n1	-1%	1%	5	0%	-2%	4	0.4%	0	2%	-8	-1%
3	COc1c(F)c(F)c(C(=O)Nc2ccc(-c3nc4ccccc4[nH]3)cc2)c(F)c1F	-2%	6%	0	-2%	-21%	-6	0.0%	-3	7%	3	0%
4	CC(NS(=O)(=O)c1ccccc1)C(=O)NC1CCCC1 (stereo unspecified)	3%	1%	8	1%	10%	-9	-0.6%	.	2%	-18	-16%
5	COc1cccc(NC(=O)c2ccc(-c3ccc([N+](=O)[O-])cc3)o2)c1	6%	1%	47	-1%	-5%	-21	-0.2%	0	?	-5	1%
6	CCOC(=O)C1CCCN(c2c(Nc3cc(C)cc(C)c3)c(=O)c2=O)C1 (stereo unspecified)	-6%	3%	5	0%	-5%	3	0.1%	2	14%	14	-17%
7	CC(C)C(=O)NC(=S)Nc1ccc(S(=O)(=O)NC2CCCCC2)cc1	-5%	-15%	10	-3%	2%	22	-0.2%	.	?	-14	0%
8	COC(=O)c1cccc(Cn2nc(C)c([N+](=O)[O-])c2C)c1	-7%	-7%	9	-3%	2%	3	0.0%	2	?	-10	9%

Remaining list, next part:
No.	Structure	Eya2 inh	USP2a inh	KCNH2 WT inh	GALK inhibitor	uPA generation	KCNH2 3.1 block	B2AR arrestin	Coupling enz	BCR signal inh	Giardia kill	PKM2 act
9	Cc1cc2occ(CC(=O)N(CC(C)C)c3c(N)n(Cc4ccccc4)c(=O)[nH]c3=O)c2cc1C	3%	2%	1	.	5%	-6	0.2%	.	0%	14	.
10	CCc1nnc(NS(=O)(=O)c2ccc(NCc3cc(Cl)cc(Cl)c3O)cc2)s1	4%	2%	10	-21%	2%	2	0.5%	.	?	9	-11%
11	COC(=O)c1sc(NC(=O)c2ccc([N+](=O)[O-])o2)c(C#N)c1C	-2%	0%	7	-1%	-17%	-10	0.0%	17	18%	-93*	-16%
12	CCOc1cccc(NC(=O)c2cccc(F)c2)c1	-1%	3%	-11	3%	?	-8	0.1%	-1	?	-21	1%
13	O=C(CSc1nc(-c2ccccc2)c(-c2ccccc2)o1)NCCCO	8%	0%	10	8%	1%	-2	0.8%	.	2%	37[activator]	.
14	CCCN1CNC(=S)N(c2cc(C)ccc2C)C1	-25%	1%	0	-2%	1%	4	-0.1%	0	-1%	16	-5%
15	OCCN1CCN(C2Cc3cc(Cl)ccc3Sc3ccc(Cl)cc32)CC1 (stereo unspecified) (tested in a mixture with another compound)	-17%	-6%	5	0%	1%	-20	-0.1%	-3	?	-10	-8%
16	COc1cc(NS(=O)(=O)c2ccc(NC(=O)C34CC5CC(CC(C5)C3)C4)cc2)ncn1	-18%	-1%	-4	-3%	-3%	15	-0.2%	4	?	-8	0%

The final three records of the section above are carried over, then new ones follow:
No.	Structure	Eya2 inh	USP2a inh	KCNH2 WT inh	GALK inhibitor	uPA generation	KCNH2 3.1 block	B2AR arrestin	Coupling enz	BCR signal inh	Giardia kill	PKM2 act
14	CCCN1CNC(=S)N(c2cc(C)ccc2C)C1	-25%	1%	0	-2%	1%	4	-0.1%	0	-1%	16	-5%
15	OCCN1CCN(C2Cc3cc(Cl)ccc3Sc3ccc(Cl)cc32)CC1 (stereo unspecified) (tested in a mixture with another compound)	-17%	-6%	5	0%	1%	-20	-0.1%	-3	?	-10	-8%
16	COc1cc(NS(=O)(=O)c2ccc(NC(=O)C34CC5CC(CC(C5)C3)C4)cc2)ncn1	-18%	-1%	-4	-3%	-3%	15	-0.2%	4	?	-8	0%
17	Cc1cccc(N(C)S(=O)(=O)c2ccc3[nH]c(=O)c(=O)[nH]c3c2)c1	-20%	0%	-1	-3%	.	8	-0.6%	0	3%	16	2%
18	COc1cccc(Oc2coc3cc(OC(=O)N4CCOCC4)ccc3c2=O)c1	-1%	0%	-2	1%	2%	-1	0.4%	-2	-1%	-8	-14%
19	Cc1ccccc1C(=O)NCCCNC(=O)c1ccccn1	-7%	9%	-1	-3%	0%	5	-0.1%	-1	-1%	14	4%
20	CCOc1ccc(C(=O)Nc2ccc(S(=O)(=O)N3C[C@@H]4C[C@@H](C3)c3cccc(=O)n3C4)cc2)cc1	9%	-1%	2	.	-19%	-16	0.0%	.	12%	-10	.
21	Fc1cnc(N2CCc3ccccc32)nc1N1CCc2ccccc21	11%	2%	-18	5%	1%	2	-0.4%	5	-1%	0	-8%
22	Cc1ccccc1NC(=O)C1CCN(S(=O)(=O)c2ccc3c(c2)NC(=O)C(C)S3)CC1 (stereo unspecified)	-2%	4%	-9	-7%	-2%	-1	-0.1%	.	5%	-3	.
23	CC(C)OP(=O)(c1ccccc1)c1ccccc1	-14%	2%	-1	4%	0%	0	5.4%	0	-15%	7	-6%
24	CC1CCCCC1NC(=S)NC(=O)c1ccccc1Br (stereo unspecified)	4%	1%	-5	-2%	4%	8	-0.4%	0	5%	-6	-4%

Following part
No.	Structure	Eya2 inh	USP2a inh	KCNH2 WT inh	GALK inhibitor	uPA generation	KCNH2 3.1 block	B2AR arrestin	Coupling enz	BCR signal inh	Giardia kill	PKM2 act
25	CCCN(c1ccccc1C(=O)O)S(=O)(=O)c1ccc2c(c1)n(C)c(=O)n2C	7%	3%	-3	-2%	10%	4	0.2%	4	-2%	-26	.
26	Cc1ccc(CNC(=O)COC(=O)COc2ccc(C#N)cc2)cc1	-9%	-2%	3	.	-21%	-3	-0.3%	.	6%	1	.
27	CCOc1ccc2nc(N/C(N)=N/C(=S)Nc3ccc(C)c(C)c3)nc(C)c2c1	5%	2%	-5	0%	-1%	5	-0.8%	0	-2%	28	-3%
28	CCOC(=O)N1CCN(C(=O)c2c[nH]c3ccc(S(=O)(=O)N(C)c4cccc(C)c4)cc3c2=O)CC1	-12%	1%	2	7%	-21%	3	-1.1%	5	6%	0	0%
29	CCOC(=O)c1sc(=S)n(-c2cccc(C(F)(F)F)c2)c1SC	-12%	1%	40	-1%	5%	-1	0.1%	-2	5%	41[activator]	-4%
30	C/C(=N\N1CCN(C2c3ccccc3-c3ccccc32)CC1)c1ccco1	-5%	1%	-1	-2%	2%	-8	-1.4%	1	-2%	6	-2%
31	Oc1c(Cl)cc(Cl)cc1CNc1ccc(Br)cn1	2%	-1%	-1	-1%	0%	1	-0.3%	2	?	-11	-4%
32	C[C@]12C=CC(=O)C=C1CC[C@@H]1C2=CC[C@]2(C)[C@@H](C(=O)CN3CCN(c4cc(N5CCCC5)nc(N5CCCC5)n4)CC3)CC[C@@H]12	-5%	.	30	.	?	10	.	.	.	-24	.

Other compounds.
No.	Structure	Eya2 inh	USP2a inh	KCNH2 WT inh	GALK inhibitor	uPA generation	KCNH2 3.1 block	B2AR arrestin	Coupling enz	BCR signal inh	Giardia kill	PKM2 act
33	CCOC(=O)c1sc(N(Cc2ccccc2)C(=O)COC(=O)c2ccccc2O)nc1C	4%	2%	-4	0%	-3%	-7	0.3%	-2	-2%	11	-4%
34	CC(C)OCCCNC(=O)CN1C(=O)COc2ccc(S(=O)(=O)N3CCCCCC3)cc21	-1%	2%	1	.	-3%	10	0.0%	2	12%	31[activator]	0%
35	CC(C)CCSc1nc2c(c(=O)[nH]c(=O)n2C)n1CCc1ccccc1	6%	0%	-8	-3%	8%	16	-0.3%	1	11%	-11	0%
36	C=CCOc1ccccc1CN1CCC(n2nccc2NC(=O)C2CC2)CC1	5%	0%	5	4%	-2%	-19	0.2%	0	-2%	-5	0%
37	CCOc1ccccc1N1CCN(CC(=O)Nc2ccccc2C(=O)NC2CC2)CC1	-13%	-1%	41	.	7%	-23	0.4%	.	?	-14	.
38	CCOc1ccc(NC(=O)COC(=O)CN2CCCCCC2=O)cc1	.	1%	-9	.	-5%	-5	-0.6%	.	4%	7	.

High-throughput results as filed in PubChem BioAssay.
